BRCA1 expr up – BRCA1 expression activation. MCF7-BRCA1-FFLuc reporter, luminescence, 48 h; response scale: scaled: vehicle 0%, 10 µM genistein 100%. Potency, µM (top dose mostly 46.1 µM), without a hit: top-dose activation, actives largely listed as activators. 1.1% of 380,000 active; also: nearly all actives have a fitted effect of over 80% in size; some results filed as inactive show a strong effect at the top dose
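MCF7 cells carrying a BRCA1-firefly luciferase reporter (2000 cells/well, phenol-red free MEM) were attached for 2 h at 37 °C, then given compounds for 48 h. Luminescence was read 15 min after luciferase reagent; activity normalized to genistein (10 microM) and DMSO.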
ELG1 genotox – genotoxicity induction in ELG1-luciferase HEK293T cells | HEK293T ELG1-luciferase reporter, luminescence, 16 h | 1.3% of 330,000 active | Potency, µM (highest dose often 46 µM), for inactives: at the top dose activity change, positive = activation, actives largely listed as activators; also: % of control where 0% means no effect; nearly all actives have a fitted effect of over 60% in size
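DMSO vehicle served as control against compound-treated ELG1-luciferase HEK293T cells; exposure lasted 16 hr at 37 °C and 5% CO2, followed by ONE-Glo luminescence detection after 30 min.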
RORg inh – ROR gamma (mouse) transcription inhibition; 5.4% of 310,000 active; AID 2551; Potency, µM (series often up to 53.6 µM), without a hit: at the highest dose activity change, negative = inhibition, hits mostly inhibitors; Drosophila S2 Gal4-RORgamma UAS-luciferase reporter, 20 h; also: % is scaled to controls: 0 for no effect and ±100 for the full control effect; nearly all actives have a fitted effect of over 60% in size
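A Gal4/UAS one-hybrid system in insect cells: metallothionein-promoter Gal4–ROR gamma fusion plus Photinus luciferase reporter. Copper sulfate 700 uM final, 20 hr ambient incubation, luminescent detection after 10 min with reagent.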
p53 reactivation – mutant p53 re-activation in reporter cells; H1299 p53-A138V BP100-luciferase reporter, luminescence, 24 h; Potency, µM (series often up to 92.2 µM), for the others: at the top dose activity change, positive = activation, hits mostly activators; 0.063% of 320,000 active; AID 504706; also: % of control where 0% means no effect; nearly all actives have a fitted effect of over 45% in size
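H1299 (p53-null), stable ts p53-A138V + BP100-Luc; 1000 cells/well, Opti-MEM/10% FBS; cpd 4 pt, 1:5; 24 h, 37 deg C, 5% CO2; detection reagent 10 min RT; luminescence.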
NPC1 promoter act – activates the NPC1 promoter; Huh7 NPC1 promoter luciferase reporter, 24 h; Potency, µM (highest dose often 9.22 µM), for the others: top-dose activation, actives largely listed as activators; 2.4% of 320,000 active; AID 485313;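 also: % of control where 0% means no effect; nearly all actives have a fitted effect of over 60% in size; reporter is driven by a mutant NPC1 promoter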
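Stable NPC1-promoter luciferase Huh7 line; cpd (DMSO) 24 h, 37 °C, 5% CO2; Amplite luciferase reagent 10 min RT; luminescence readout. qHTS format.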
FLuc modulator – inhibits or activates purified firefly luciferase, miR-21 counter-screen. purified FLuc, Km substrates, luminescence inhibition. Potency, µM (titrated, usually from 57.5 µM), for inactives: at the top dose activity change, negative = inhibition, usual class: inhibitors. 6.9% of 360,000 active. AID 588342;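 also: plate controls were vehicle for no effect and reference inhibitor for full effect; nearly all actives have a fitted effect of over 55% in size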
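Purified P. pyralis luciferase (10nM final) with 10uM D-luciferin and 10uM ATP (Km levels) in 50mM Tris acetate pH 7.5, 10mM Mg acetate, 0.01% Tween-20, 0.05% BSA; qHTS 6-point titration, ~60 µM downward; luminescence read.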
Rab9 prom act – activates the Rab9 promoter; Huh7 Rab9 promoter-luciferase reporter, luminescence, 24 h; Potency, µM (series often up to 9.22 µM), without a hit: at the highest dose activation, negative = inhibition, usual class: activators; 2.8% of 320,000 active; AID 485297; also: % of control where 0% means no effect; nearly all actives have a fitted effect of over 60% in size
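Luciferase signal after 10 min detection reagent at ambient indicates Rab9 promoter upregulation; stably transfected Huh7 cells were treated 24 h with compound in DMSO at 37 °C, 5% CO2.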
MBNL1-CUG inh – MBNL1-poly(CUG) RNA binding inhibition; Q9NR56; TR-FRET MBNL1-His/biotin-(CUG)12 binding, 665/545 ratio; Potency, µM (doses to about 57.5 µM), inactives show top-dose activity change, negative = inhibition, hits mostly inhibitors; 0.036% of 280,000 active; AID 2675; active = well fitted inhibition curve with a large enough effect in the signal ratio, with a control signal flat, not every such curve was filed as active; inconclusive = small, poorly fitted or top-dose-only effect, or effect the other way, or a change in a side signal; inactive = no such curve, though single readings can be large or run the other way; the % refers to the signal ratio; also: % is scaled to controls: 0 for no effect and ±100 for the full control effect
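TR-FRET between His-tagged MBNL1 and biotin-(CUG)12 RNA, detected with Tb anti-His antibody (0.055 ng/ul) and streptavidin-XL665 (5 nM), 60 min at room temperature. Compounds titrated 92 nM to 58 uM; 665/545 nm ratio normalized to buffer and complex controls.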
VP16 counter – counter-screen for ROR gamma inhibitors: Gal4-VP16 reporter; Drosophila S2 Gal4-VP16 UAS-luciferase, luminescence, 20 h; Potency, µM (series often up to 53.6 µM), inactives show top-dose activity, negative = inhibition, usual class: inhibitors; 3.5% of 310,000 active; AID 2546;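 also: Gal4-VP16 expression switched on by copper sulfate through the metallothionein promoter; % is scaled to controls: 0 for no effect and ±100 for the full control effect; nearly all actives have a fitted effect of over 50% in size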
uPA surface inh – cell surface uPA generation inhibition | cell surface uPA generation assay, qHTS | Potency, µM (highest dose often 38.3 µM), for the others: at the highest dose activity change, negative = inhibition, usual class: inhibitors | 0.31% of 330,000 active | AID 540303; active = well fitted inhibition curve with a large enough effect; inconclusive = small, poorly fitted or top-dose-only effect; inactive = no such curve, though single readings can be large or run the other way; tested in mouse RAW 264.7 cells; also: % is scaled to controls: 0 for no effect and ±100 for the full control effect; nearly all actives have a fitted effect of over 55% in size
MLL CXXC-DNA inh – blocks binding of human MLL CXXC domain to DNA; AID 2662; MLL-CXXC / FITC-HOXA9 DNA fluorescence polarization; Potency, µM (series often up to 115 µM), for inactives: top-dose activity change, negative = inhibition, actives largely listed as inhibitors; 0.037% of 290,000 active; active = well fitted inhibition curve with a large enough effect in the polarisation, with a control signal flat, not every such curve was filed as active; inconclusive = small, poorly fitted or top-dose-only effect, or effect the other way, or a change in a side signal; inactive = no such curve, though single readings can be large or run the other way; the % refers to the polarisation
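Purified MLL-CXXC (added from a 7 uM solution) was preincubated 5 min at ambient with pinned compounds in 50 mM Tris-HCl pH 7.5, 50 mM NaCl, 1 mM DTT, 0.05% BSA. Fluorescein-labeled HOX-A9 DNA (50 nM solution) followed, 30 min, then polarization read.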
An asterisk follows results filed as active; ? = inconclusive; / = no result given; [ ] = remark or other dose. Unless noted, calls follow the shape of the dose curve; as a rule, active = well fitted curve in the direction sought with a large enough effect; inconclusive = small, poorly fitted or top-dose-only effect, or another doubt; inactive = no such curve, though single readings can be large; an effect the other way counts as inactive or inconclusive. Potency is read from the fitted curve at half-maximal effect. Only part of the results is shown (hit frequency here may not be typical).

SMILES	BRCA1 expr up	ELG1 genotox	RORg inh	p53 reactivation	NPC1 promoter act	FLuc modulator	Rab9 prom act	MBNL1-CUG inh	VP16 counter	uPA surface inh	MLL CXXC-DNA inh
COc1ccc(S(=O)(=O)N2CCC(C(=O)NCCc3ccc4c(c3)OCO4)CC2)cc1	-4%	-1%	28%	-4%	1%	-4%	16%	2%	5%	3%	-2%
CC1(C)Cc2ccccc2C(/C(=N\Nc2cccc(Cl)c2)C(N)=O)=N1	-50%	-5%	?	6%	-5%	-4%	-13%	-1%	?	3%	-3%
COc1ccc(C2=NN(S(C)(=O)=O)C(c3cccs3)C2)cc1OC (stereo not drawn)	?	16%	14%	13%	?	17µM*	?	-2%	-13%	-7%	15%
CCC1CCCCN1C(=O)CSc1nnc(-c2cccc(Cl)c2)o1 (stereo not drawn)	10µM*	18µM*	-2%	15%	28%	?	13%	?	-12%	-4%	-5%
O=C(COc1ccccc1)N(Cc1ccco1)c1ccc(O)cc1	-11%	-7%	?	-7%	-3%	5%	-1%	?	-2%	-9%	0%
Cc1cc(C)cc(OCCn2nnc3ccccc32)c1	11µM*	?	/	/	27%	?	?	-5%	/	-9%	-1%
Cc1cc(NC(=O)c2ccc([N+](=O)[O-])o2)ccc1NC(=O)c1ccco1	-100%[inhibitor]	-4%	4%	-13%	-12%	0%	-7%	?	0%	?	7%
CCOC(=O)C1(S(=O)(=O)c2ccc(Cl)cc2)CCN(Cc2ccc(C)cc2)CC1	-47%	-8%	2%	10%	1%	3%	-1%	-16%	-7%	/	4%
CCOC(=O)c1ccc(NC(=O)Cc2coc3cc4c(cc23)CCC4)cc1	24%	-1%	?	2%	-3%	-11%	-1%	-3%	-15%	8%	?
O=C(NCCCN1CCOCC1)c1cc(-c2ccc(F)cc2)on1	-64%	8%	-7%	-9%	10%	-7%	7%	1%	-1%	/	-5%
CC(C)(C)CN1C(N)=NC[C@@H]1Cc1ccc(O)cc1	0%	0%	-16%	-3%	-6%	0%	-4%	-9%	5%	-5%	0%
Cc1ccc(-c2nc3ccccc3c(=O)n2N)cc1	-23%	-10%	-23%	-26%	14%	0%	9%	-3%	2%	-1%	0%
O=C(NCc1cccnc1)c1cn(-c2ccccc2)nc1-c1ccccc1	34%	-3%	22%	4%	1%	21µM*	-9%	-8%	1%	-5%	2%
COc1ccc(N2C(=NC(=O)C3CCCCC3)SC3CS(=O)(=O)CC32)cc1OC (stereo not drawn)	0%	3%	-12%	1%	-1%	0%	0%	-3%	-8%	1%	6%
CCCCOCCCNC(=O)CN1C(=O)c2ccccc2C1=O	5%	0%	-11%	-1%	1%	3%	-2%	0%	5%	7%	-12%
Cn1cccc1CC(=O)N/N=C/c1ccc(Cl)cc1	0%	6%	32%	7%	21%	?	9%	2%	6%	-2%	-1%
O=C(CSc1nnc(-c2ccccc2F)n1C1CC1)NCc1ccco1	10%	3%	/	2%	-5%	2%	-9%	/	/	9%	/
CCOc1ccccc1OCCC(=O)NNC(=O)Cn1nc(C)cc1C	3%	-1%	/	-3%	1%	-1%	0%	/	/	2%	/
Cc1ccc(CNC(=O)CN2C(=O)NC(C)(c3ccccc3Cl)C2=O)cc1 (stereo not drawn)	2%	-3%	10%	-5%	3%	0%	-2%	-13%	-2%	-1%	6%
Cc1ccc2c(C)c(C(=O)N(C)CCC3CCCCO3)oc2c1C (stereo not drawn)	57%	-1%	1%	-18%	2%	2%	18%	-1%	-22%	1%	6%
CCc1nccn1Cc1cc(C=O)ccc1OC	-8%	0%	18%	7%	-6%	-4%	-4%	/	1%	-2%	3%
CCC(C)NC(=O)CCC(=O)Nc1ccc2nc(N3CCOCC3)cc(C)c2c1 (stereo not drawn)	?	5%	7%	10%	30%	?	28%	-1%	-6%	1%	3%
COc1cc(OC)c(C(=O)Nc2ccc(S(=O)(=O)Nc3ncccn3)cc2)cc1OC	-2%	-5%	-1%	-5%	2%	6%	1%	-5%	1%	/	-1%
CCCCCn1c(CCNC(=O)c2cccs2)nc2ccccc21	-50%	-26%	?	-20%	-5%	1%	-5%	2%	3%	-8%	11%
CCCC1(C(=O)OC)NC(c2ccc(OC)cc2OC)C2C(=O)N(c3cccc(C(C)=O)c3)C(=O)C21 (stereo not drawn)	1%	-2%	/	/	-4%	0%	-1%	-2%	/	2%	-4%
Cc1ccc(-c2c(C)sc3ncn(CC(=O)N4CCOCC4)c(=O)c23)cc1C	-1%	-2%	31%	-3%	-6%	-1%	-3%	9%	-3%	0%	7%
O=C(O)CN1C(=O)SC(Nc2ccccc2)C1=O (stereo not drawn)	10%	2%	?	-1%	0%	2%	-2%	-11%	-7%	6%	0%
O=C(NCCc1ccccn1)c1ccc(COc2ccccc2)o1	33%	24%	27%[0.365 µM]	?	12%	?	2%	6%	/	2%	-4%
Cc1ccccc1-n1c(SCC(=O)N/N=C/c2ccccc2OCC(=O)O)nc2ccccc2c1=O	0%	6%	-3%	1%	-9%	-6%	1%	3%	0%	1%	14%
Cc1ccc(C)c2[nH]c(=O)c(CN(CCN3CCCC3)C(=O)Nc3cccc(Cl)c3)cc12	-48%	-7%	-22%	-20%	-16%	-2%	-14%	?	-1%	-6%	53%[activator]
CCC(=O)c1ccccc1OCCN1CCN(CC)CC1	0%	-7%	-16%	-1%	0%	8%	-5%	0%	0%	-1%	5%
Cc1cc(-c2csc(Nc3ccccn3)n2)ccc1F	-50%	?	1µM*	/	1.4µM*	1.7µM*	1.6µM*	-2%	?	-1%	4%
O=C(CN1C(=O)c2cccc3cccc1c23)N1CCN(Cc2ccc3c(c2)OCO3)CC1	-13%	-13%	?	-9%	-7%	-1%	-2%	?	?	-8%	13%
CCCCNC(=O)CC(C(=O)N1CCc2ccccc21)n1ccnc1 (stereo not drawn)	10%	-6%	10%	3%	1%	3%	-1%	-6%	-3%	/	-9%
CC1CCN(S(=O)(=O)c2ccc3ncn(CC(=O)N(C)C4CCCCC4)c(=O)c3c2)CC1	5%	-7%	10%	-6%	-2%	0%	2%	3%	0%	-2%	14%
C=CCNC(=S)Nc1ccc2nsnc2c1	34%	-8%	-32%	20%	1%	0%	0%	/	6%	-5%	11%
CCCCN(C)C(=O)c1ccc2c(c1)N(CC)C(=O)c1ccccc1S2(=O)=O	-1%	2%	29%	-4%	-4%	-2%	2%	-2%	4%	3%	1%
COc1cccc(/C=N/n2c(COc3ccccc3)n[nH]c2=S)c1O	-1%	1%	13µM*	7%	-4%	3%	0%	-4%	?	1%	-2%
COc1cccc(C2c3c(oc4ccc(F)cc4c3=O)C(=O)N2CCCN2CCOCC2)c1 (stereo not drawn)	-23%	4%	-14%	-5%	-1%	-3%	1%	16%	-16%	2%	1%
CCOc1ccccc1/C=C(\NC(=O)c1ccccc1)C(=O)NCCC(=O)O	12%	-2%	-1%	?	3%	-7%	2%	-7%[11.5 µM]	-6%	2%	-1%
COc1ccc(-c2oc(=O)c3cc(OC)c(OC)cc3c2C(F)(F)F)cc1	14%	0%	/	-1%	-3%	-1%	2%	/	/	-2%	/
CCOC(=O)CNC(=O)CSc1nnnn1-c1cc(C)ccc1C	-13%	3%	-20%[0.365 µM]	-8%	0%	7%	1%	12%	/	-1%	0%
Cc1sc2nc(C3CC3)nc(SCC(=O)N3CCCc4ccccc43)c2c1C	/	-6%	-22%	-9%	-2%	3%	-5%	/	-17%	/	-1%
c1cnc(Oc2ccc(-c3nnco3)cc2)cn1	1%	1%	-4%[10 µM]	-2%	11%	-6%	2%	-9%	-4%	8%	2%
CN(C(=O)c1cccc(NC(=O)c2ccccc2)c1)C1CCCCC1	-31%	-5%	23%	-22%	-1%	4%	0%	-1%	-15%	1%	1%
N#Cc1cccc(C(=O)OCC(=O)NCc2ccco2)c1	12%	-5%	-14%	11%	4%	0%	5%	-2%	7%	3%	19%
O=C(CN1C(=O)c2ccccc2C1=O)NCCc1c[nH]c2ccccc12	-29%	-2%	21%	-4%	-4%	2%	-1%	/	-7%	-3%	4%
CC(C)(C)Nc1c(-c2cccs2)nc2ccccn12	-17%	2%	6.3µM*	10%	-9%	-14%	-2%	-6%	?	0%	2%

Bioassay records deposited in PubChem BioAssay by National Center for Advancing Translational Sciences (NCATS).
